EBV gp42 block – blocks Epstein-Barr virus glycoprotein 42 binding. Fluorescence polarization binding assay, mP read-out. inhibition, % (tested at 21.74 µM). Q1HVG2. hit rate 0.42% among 220,000. AID 1085; in the data active means inhibition above about 50%
Target sequence (Q1HVG2 whole entry, looked up): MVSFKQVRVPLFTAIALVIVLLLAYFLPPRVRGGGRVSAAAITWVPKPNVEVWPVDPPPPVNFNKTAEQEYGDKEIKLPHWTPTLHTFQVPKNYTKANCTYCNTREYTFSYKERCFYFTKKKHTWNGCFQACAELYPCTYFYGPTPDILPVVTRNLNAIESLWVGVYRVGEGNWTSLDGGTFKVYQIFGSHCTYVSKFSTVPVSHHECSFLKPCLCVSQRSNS
TbHK1 inh – T. brucei hexokinase 1 inhibition. recombinant TbHK1, G6PDH-coupled NADH A340. inhibition, % at 10 µM. hit rate 0.11% among 220,000. AID 1430;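 active means inhibition of 50% or more in the single-dose primary screen; inactive means inhibition below 50%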
p47phox inh – blocks human p47phox regulatory protein of NADPH oxidases | P14598 | p47phox/p22phox peptide binding, fluorescence polarization, 2 h | inhibition, % at 24.7 µM | hit rate 0.53% among 220,000 | AID 1274;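 active means inhibition above about 30%, limit read from the data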;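 further: 0% = p47phox with labelled peptide and 100% = labelled peptide alone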
Furin inhibitor – inhibitors of human furin | P09958 | hit rate 0.061% among 220,000 | inhibition, % at 30 µM | purified furin, fluorogenic substrate cleavage; in the data active means inhibition above about 25%; further: inactives centre near -15
RBBP9 inh – inhibitors of human serine hydrolase RBBP9 | O75884 | recombinant RBBP9, FP-Rh probe fluorescence polarization | inhibition, % at 7.94 µM | hit rate 0.2% among 220,000 | AID 1515;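 active means inhibition above the campaign mean of all tested compounds plus 3 SD, cut at about 14% in these data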;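 further: plate controls were DMSO wells with RBBP9 for no effect and wells lacking RBBP9 protein for full effect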
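Controls: DMSO-treated enzyme wells and wells lacking RBBP9 | Material: RBBP9 protein | Technique: Fluorescence polarization | Replication: Single well per compound, no replicates | Buffer or medium: Tris-NaCl-Pluronic buffer, pH 8.0 | Timing: 30 min compound preincubation, 45 min probe labeling, 25 °C | Read-out basis: Percent inhibition from mP, scaled between DMSO and no-protein wells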
Runt-CBFb FRET – inhibitors of human RUNX1 Runt domain binding to CBFb. inhibition, % at 20 µM. hit rate 0.46% among 220,000. AID 1496. Q01196+Q13951. Cerulean-Runt/Venus-CBFb FRET ratio 530/480, 1 h;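 active means inhibition over about 50% at 20 µM in the single-dose screen, limit read from the data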;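 further: 0% = DMSO wells and 100% = excess unlabeled CBFb competitor control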
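Doses: 20 µM compound in 1% DMSO | Material: Cerulean-labeled Runt domain protein | Amount: Each fluorescent fusion protein 100 nM | Schedule: Two 1 h room-temperature incubations shielded from light | Measured by: FRET fluorescence | Evaluation: Loss of energy transfer signal | Controls: Unlabeled CBFb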
m-calpain inh – blocks pig calpain II enzyme activity; purified calpain II, fluorogenic peptide substrate, 30 min; inhibition, % at 16 µM; hit rate 0.37% among 220,000;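 active means inhibition above about 50%, limit read from the data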
Runt-SMMHC FRET – inhibitors of human RUNX1 Runt domain binding to CBFb-SMMHC; Cerulean-Runt/Venus-CBFb-SMMHC FRET ratio 530/480, 1 h; inhibition, % at 20 µM; hit rate 0.74% among 220,000;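 active means mean inhibition across duplicate retests at 20 µM reaching about 50%, limit read from the data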;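 further: 0% = DMSO wells and 100% = wells with excess untagged CBFb-SMMHC; inhibitors lower the FRET ratio by blocking Runt binding to CBFb-SMMHC; some results filed as inactive read as strong as hits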
p97 ATPase inh – blocks human p97 ATPase activity; hit rate 0.42% among 220,000; AID 1481; recombinant p97 ATPase, Kinase-Glo ATP luminescence, 3 h; inhibition, % at 8 µM; P55072; in the data active means inhibition above about 15%;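 further: 0% = DMSO vehicle and 100% = wells lacking enzyme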
Target sequence (P55072 whole entry, looked up): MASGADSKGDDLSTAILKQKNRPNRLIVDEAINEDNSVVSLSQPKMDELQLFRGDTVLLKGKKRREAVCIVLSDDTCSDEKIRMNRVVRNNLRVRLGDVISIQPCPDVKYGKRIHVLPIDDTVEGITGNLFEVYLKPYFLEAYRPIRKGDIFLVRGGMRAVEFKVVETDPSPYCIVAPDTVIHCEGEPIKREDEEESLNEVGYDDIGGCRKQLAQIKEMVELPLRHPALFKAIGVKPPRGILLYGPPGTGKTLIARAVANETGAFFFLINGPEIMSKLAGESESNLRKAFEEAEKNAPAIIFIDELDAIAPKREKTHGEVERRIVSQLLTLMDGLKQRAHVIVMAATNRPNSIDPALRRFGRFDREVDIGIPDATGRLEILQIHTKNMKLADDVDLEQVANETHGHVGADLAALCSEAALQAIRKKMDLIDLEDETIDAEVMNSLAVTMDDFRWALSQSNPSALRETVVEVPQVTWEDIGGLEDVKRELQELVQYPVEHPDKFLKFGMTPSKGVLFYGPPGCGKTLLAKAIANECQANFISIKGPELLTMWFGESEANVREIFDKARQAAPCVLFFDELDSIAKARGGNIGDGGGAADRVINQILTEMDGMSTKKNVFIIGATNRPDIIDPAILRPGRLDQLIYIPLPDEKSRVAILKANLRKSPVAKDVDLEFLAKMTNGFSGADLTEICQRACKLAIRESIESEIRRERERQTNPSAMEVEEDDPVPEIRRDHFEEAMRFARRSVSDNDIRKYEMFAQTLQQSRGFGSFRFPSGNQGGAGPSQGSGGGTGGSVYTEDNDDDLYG
Numbers without * were called inactive; i = inactive; . = not tested or not shown; [ ] = dose if it differs, or a comment.

SMILES	EBV gp42 block	TbHK1 inh	p47phox inh	Furin inhibitor	RBBP9 inh	Runt-CBFb FRET	m-calpain inh	Runt-SMMHC FRET	p97 ATPase inh
CC(=O)NCCn1ccc2ccccc21	-17	-5	-16	-21[20 µM]	-14	0	-13	-2	2
COc1ccc(-c2c[n+]3c4n2CCCCC4=C(c2ccc(Br)cc2)C3)cc1	-27	-14	-1	-121	-4	-8	i	-26	1
C[C@@H]1CN(C(=O)c2nc3ccc(Cl)cn3c2CNCC[C@@H]2C[C@@H]3C=C[C@H]2C3)C[C@H](C)O1	0	-11	13	-26	6	-1	12	-1	-2
O=C(CSC1=NCCS1)Nc1ccccc1F	-15	0	-6	-20	-10	2	-5	-1	3
CCOc1ccc(N/C=C/C(=O)c2ccccc2)c([N+](=O)[O-])c1	18	-2	31*	-15	-7	-4	28	-3	-15
CCOC(=O)N1CCN(C(=O)c2cccc(OC)c2OC)CC1	-17	3	-3	-15[20 µM]	-10	2	-26	-4	-3
c1ccc(-c2ccccc2OCCCN2CCOCC2)cc1	-12	-2	-1	-14	2	1	23	-4	1
O=C(c1ccc(O)cc1)c1ccc(Cl)cc1	-7	-13	-1	-13	-7	-1	-7	2	-2
Cc1ccc(/C=C/C(=O)OCC(=O)NCCN2C(=O)CSC2=O)cc1	-19	-1	-3	-15	-12	-2	9	0	1
COc1ccc(N(CC(=O)Nc2c(C)n(C)n(-c3ccccc3)c2=O)S(=O)(=O)c2ccc(C)cc2)cc1	-3	-1	1	-32	2	0	-29	3	5
NC(N)=NS(=O)(=O)c1ccc(N/C=C\C(=O)c2ccncc2)cc1	-14	-17	-18	-20	-8	-1	-23	-12	8
O=C(c1ccc(F)cc1)C(C(=O)N1CCCCC1)n1ccccc1=O (centres undefined)	-4	-5	-8	-22	-2	-1	-31	-2	-2
CCOC(=O)CSc1nnc(CNc2ccccc2Cl)n1-c1ccccc1	-6	6	-7	-21	-7	0	1	-1	-6
COc1ccc(-n2cc(CNCCCn3ccnc3)c(-c3ccccc3Cl)n2)cc1	-10	11	-3	-1	0	0	10	1	-2
COc1ccccc1Nc1ccc([N+](=O)[O-])cn1	-21	-11	0	3	-9	-2	-10	-2	8
Cc1cc(C)c(N=C2SCC(=O)N2Cc2ccco2)c(C)c1	14	-9	-4	-18	-5	4	0	2	-4
COc1ccccc1/C=N/NC(=O)c1ccccc1Cl	-2	-9	9	-18	1	-1	20	2	8
Cc1ccc(N2CC(c3nc4ccccc4n3C)CC2=O)cc1 (centres undefined)	-9	-8	-10	-27	-1	0	-16	0	5
CCN(CC)C(=O)Cn1c(=O)n(-c2ccc(CC(=O)NCc3ccccc3)cc2)c(=O)c2sccc21	-17	-5	-9	-28	-2	-4	-13	1	5
Cc1cc(NC(=O)CSc2nc3ccccc3n2CC(=O)N2CCC(C)CC2)no1	-15	-4	1	-17[20 µM]	-11	-1	26	-4	-7
COc1ccc(C(=O)Cn2c(Br)nc3c2c(=O)n(C)c(=O)n3C)cc1	-18	-7	0	-22	-11	-1	-18	1	0
CCN1CCN(C(=S)c2ccc(-c3ccccc3)cc2)CC1	-11	-2	-9	-17	-6	22	14	20	-1
COc1ccccc1C(=O)NC(=S)Nc1cc(C(=O)O)ccc1C	-5	-9	-4	-18	2	0	-31	-3	2
COC(=O)c1ccc2c(c1)S(=O)(=O)NC(=NCCCN1CCOCC1)S2	-8	-3	-12	-15	-1	-2	-10	1	3
COc1cc2c(cc1NC(=O)/C=C/c1ccc([N+](=O)[O-])cc1)oc1ccccc12	-19	-5	1	-4	-4	-4	13	-4	7
O=c1[nH]cc(COCc2ccccc2)c(=O)[nH]1	-13	1	-11	-16[20 µM]	-9	-1	-7	-2	3
O=C(c1ccc2c(Cl)c3c(nc2c1)CCCC3)N1CCN(c2ccc(F)cc2)CC1	5	-2	11	-2	-10	-3	31	-2	-7
COc1ccccc1N1CCN(C(=O)/C=C/c2ccc(C)cc2)CC1	-11	28	1	-14	4	-4	7	-3	0
O=C(NNC(=O)C1C2CCC(C2)C1C(=O)O)c1cccc(Cl)c1 (centres undefined)	1	-6	3	-15	-7	0	-16	1	0
Cc1ccc2c(c1)c(C)c(C)n2CC(O)Cn1nnc2ccccc21 (centres undefined)	7	18	-13	-9	-4	-5	-25	-3	5
COC(=O)c1ccc(NC(=O)CSC2=NC(=O)C(c3ccccc3)C(=O)N2)cc1 (centres undefined)	-20	33	0	-14	-10	0	-6	-4	4
O=S(=O)(NCc1ccccn1)c1ccc2c(c1)OCCO2	-20	4	-9	-20[20 µM]	-1	2	-21	0	1
Cc1nc(Cl)c(S(N)(=O)=O)c(C)c1Cl	3	-3	-4	-21	-2	0	-21	1	5
Cc1ccc(S(=O)(=O)Nc2nc3cc(C)c(C)cc3[nH]2)cc1	-4	5	5	-9	-2	-3	20	-1	-3
c1ccc(N2CCN(c3nc4cc5c(cc4s3)OCCO5)CC2)cc1	13	-7	-5	-20	0	1	-15	3	7
Cc1ccc(N(C(=O)c2ccc(S(=O)(=O)N(C)C)cc2)C2C=CS(=O)(=O)C2)cc1 (centres undefined)	-11	-1	-6	-11	6	-1	22	1	4
COCC(=O)Nc1c(C(=O)Nc2ccc3c(c2)OCCO3)oc2ccccc12	-7	-19	.	-22	6	0	20	0	2
Cc1nn(-c2ccc(F)cc2)c(Cl)c1/C=C1\C(=O)Nc2ccccc21	-1	-5	-14	-20	-12	-4	7	-3	0
CC1CCCC(NC(=O)Nc2cccs2)C1C (centres undefined)	-4	-5	-13	-25[20 µM]	-4	9	-1	7	0
CC(NC(=O)C1CCN(c2nnc(-n3cccc3)s2)CC1)C12CC3CC(CC(C3)C1)C2 (centres undefined)	-12	-4	5	-28	-9	-1	-93	4	-4
COc1ccc(NC(=O)C2CCN(Cc3cnn(-c4ccccc4)c3-n3cccc3)CC2)cc1OC	-7	-12	3	-5[20 µM]	2	-3	3	1	-5
Cn1c(SCC(=O)N2CCCc3ccccc32)nnc1-c1c[nH]c2ccccc12	-2	3	-9	-3[20 µM]	-6	0	17	0	16*
COCCn1c(C)cc(C(=O)COC(=O)c2ccc([N+](=O)[O-])o2)c1C	1	-10	0	-15	-3	1	-15	-4	2
O=C(CSc1nnc(CN2CCOCC2)n1-c1ccc(Cl)cc1)N1CCc2ccccc21	.	-6	.	-13[20 µM]	0	.	.	.	2
CCc1nnc(NC(=O)CN2CCN(c3ccccc3F)CC2)s1	-4	-3	0	-33	-12	-1	-12	4	6
CCn1c(C(C)NC(C)=O)nc2ccccc21 (centres undefined)	6	-1	-3	-11	3	1	3	-1	8
O=[N+]([O-])c1ccc(-c2nc(-c3ccncc3)no2)cc1	-1	-9	-2	-24	-3	2	5	-3	0
OCC1(Cc2ccc(Cl)cc2)CCN(CCCc2ccccc2)CC1	-9	7	-5	-27	-4	1	4	4	6
COc1ccccc1NC(=O)C1=C(C)Nc2nc(-c3ccc(N(C)C)cc3)nn2C1c1ccncc1 (centres undefined)	-9	-1	-5	-10	0	-2	11	3	4
O=c1c2ccccc2nc(-c2ccco2)n1/N=C/c1ccccc1O	-15	-15	4	-11[20 µM]	-10	0	6	5	-5
Cc1ccc(C(=O)N[C@@H](C)CN2C3=NC[C@H](C(C)C)N3C[C@H]2Cc2ccc(O)cc2)cc1Br	-15	13	-1	-19	-3	1	13	1	-1
OCCC1CN(Cc2cccc(-c3ccco3)c2)CCN1Cc1ccsc1 (centres undefined)	-9	-3	-10	0	-5	.	-14	.	-6
Cc1ccc(C(CCNC(C)c2cccs2)c2ccco2)cc1 (centres undefined)	-14	22	-3	-21	-2	0	25	-1	-8
Cn1c(SCc2ccc(C(=O)Nc3nccs3)cc2)nnc1-c1ccccc1	-15	-7	-1	-18[20 µM]	0	2	13	1	-2
Cc1ccc(S(=O)(=O)CC(N)=O)cc1	-9	26	-4	-18[20 µM]	-4	-2	25	-1	-2
COCCNC(=O)CN1CCC(n2c(C)nc3cc(C(F)(F)F)ccc32)CC1	-4	0	-1	-20	4	0	-15	-1	0
O=C(CCC(=O)OCc1cccc(C(=O)Oc2ccccc2)c1)Nc1cccc2ccccc12	-12	5	-17	-17[20 µM]	1	-2	45	3	8
CCn1c(COc2ccccc2C)nnc1SCC(=O)NCc1ccccc1	0	-3	-4	-1	-2	-4	14	2	-3
CCN(Cc1cc(=O)[nH]c2ccccc12)C(=O)C(C)C	-4	-16	0	-15	0	0	-16	-1	3
O=C(CSc1nc2ccccc2o1)NCCOc1ccccc1	-5	3	-6	-13	-2	-2	13	6	-8

Next records follow:
SMILES	EBV gp42 block	TbHK1 inh	p47phox inh	Furin inhibitor	RBBP9 inh	Runt-CBFb FRET	m-calpain inh	Runt-SMMHC FRET	p97 ATPase inh
N#C/C(=C/c1ccc(Br)o1)C(N)=S	-13	-49	-14	0	-5	29	-29	1	35*
O=c1cc(C(F)(F)F)oc2c1ccc1ccccc12	-5	-11	-13	-23[20 µM]	-4	-1	-117	0	2
Cc1ccc(S(=O)(=O)Cc2cn3cccnc3n2)cc1	-3	-9	-6	-22	-11	2	-464	-2	1
COC(=O)C1=C(C)NC(C)=C(C(=O)OC)C1c1ccccn1	-18	-14	-16	-15[20 µM]	4	1	-60	4	1
COc1ccccc1NC(=O)c1ccc(S(=O)(=O)N2CCCC2)cc1	2	3	-10	-13	-5	1	-26	1	1
CC(=O)Nc1sc(N/N=C\c2ccc(O)cc2)nc1-c1cccs1	0	-47	-10	-6	-3	15	-24	-3	16*
CCN1C(=O)C(O)(CC(=O)c2cccc(-n3cccc3)c2)c2ccccc21 (centres undefined)	-5	-4	-6	-19	-3	-1	19	-2	-1
Cc1ccc(Nc2nc3c(s2)CCC3)c(C)c1	3	0	-13	-12[20 µM]	2	0	7	-1	-2
CC(=O)O/N=C/c1c(C)c(C=O)n2ccccc12	0	-18	1	-13	1	0	-22	3	6
Cc1cc(C)cc(N=c2c([N+](=O)[O-])nn(-c3cccc(Cl)c3)n2O)c1	4	-5	-2	-12[20 µM]	2	0	-24	-1	-6
O=C(NNC(=O)c1cccs1)Nc1cccc(Cl)c1	-7	-6	-15	-9[20 µM]	0	1	-30	-8	3
CC(C)c1ccc(NC(=O)CSc2n[nH]c(=O)n2-c2ccc3c(c2)OCCO3)cc1	-10	-6	-8	-10	2	2	11	-6	9

Sorted by heavy-atom count (low to high): part of the list above.
SMILES	EBV gp42 block	TbHK1 inh	p47phox inh	Furin inhibitor	RBBP9 inh	Runt-CBFb FRET	m-calpain inh	Runt-SMMHC FRET	p97 ATPase inh
N#C/C(=C/c1ccc(Br)o1)C(N)=S	-13	-49	-14	0	-5	29	-29	1	35*
CC(=O)O/N=C/c1c(C)c(C=O)n2ccccc12	0	-18	1	-13	1	0	-22	3	6
O=C(NNC(=O)c1cccs1)Nc1cccc(Cl)c1	-7	-6	-15	-9[20 µM]	0	1	-30	-8	3
Cc1ccc(S(=O)(=O)Cc2cn3cccnc3n2)cc1	-3	-9	-6	-22	-11	2	-464	-2	1
COC(=O)C1=C(C)NC(C)=C(C(=O)OC)C1c1ccccn1	-18	-14	-16	-15[20 µM]	4	1	-60	4	1
Cc1cc(C)cc(N=c2c([N+](=O)[O-])nn(-c3cccc(Cl)c3)n2O)c1	4	-5	-2	-12[20 µM]	2	0	-24	-1	-6
CC(C)c1ccc(NC(=O)CSc2n[nH]c(=O)n2-c2ccc3c(c2)OCCO3)cc1	-10	-6	-8	-10	2	2	11	-6	9

Screening results: PubChem BioAssay, several laboratories
